Screening data: PubChem, several laboratories
NCOA3 inh: inhibits human SRC3 coactivator | HEK293 GAL4-SRC3 luciferase reporter, luminescence | AID 588352 | inhibition, % at 3.6 µM | Q9Y6Q9 | 360,000 compounds, 0.17% hits;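 active = inhibition above a per-campaign cutoff, the mean of all compounds plus 3 SD, cut at about 60% in these data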;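 also: 0% = DMSO-treated cells and 100% = gossypol-treated cells at 36 µM; higher means less SRC3-driven luciferase light from the GAL4 reporter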
TLR9-MyD88 inh: blocks human TLR9 binding to MyD88; Q9NR96+Q99836; CHO BLA complementation TLR9-MyD88, CCF4 FRET ratio; inhibition, % at 4.98 µM; 340,000 compounds, 0.21% hits;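 active = inhibition above the mean over all tested compounds plus 3 SD, cut at about 21% in these data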;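 also: 0% = DMSO only wells and 100% = clavulanate BLA inhibitor control wells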
NR2F2 inh: NR2F2 (human) inhibition, primary screen; 370,000 compounds, 0.7% hits; inhibition, % at 8.6 µM; P24468; HEK293T NGFI-A luciferase reporter, luminescence;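 active = inhibition above a per-plate cutoff, mean inhibition of test wells between control levels plus 3 SD, cut at about 38% in these data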;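 also: cells cotransfected with COUP-TFII expression vector driving the NGFI-A reporter; 0% = median of COUP-TF2 test wells and 100% = reporter-only cells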
NCOA2 inhibitor: human SRC2 (NCOA2) inhibition; Q15596; HEK293 GAL4-SRC2 luciferase reporter, luminescence; inhibition, % at 9 µM; 370,000 compounds, 0.17% hits;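 active = inhibition above the mean inhibition of all tested compounds plus 3 SD, set per campaign, cut at about 52% in these data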;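 also: 0% = DMSO treated cells and 100% = cells given Gossypol at 36 µM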
TRAIL sens C8: sensitizes caspase-8 expressing cells to TRAIL. NB7+C8 cells + TRAIL, ATPlite viability luminescence. 360,000 compounds, 1% hits. inhibition (viability loss, TRAIL sensitization), % at 10 µM;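 active = compounds causing at least 50% loss of cell viability in the single-dose screen, relative to plate controls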
NCOA1 inh: human NCOA1 inhibition. AID 588354. 360,000 compounds, 0.12% hits. HEK293 GAL4-SRC1 luciferase reporter, luminescence. inhibition, % at 3.6 µM;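 active = inhibition above the campaign mean plus 3 SD, with each screening campaign given its own cutoff, cut at about 60% in these data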;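 also: 0% = DMSO treated cells and 100% = gossypol at 36 µM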
TROY NFkB inh: inhibitors of TROY-dependent NF-kB signaling; Q293 LMP1-TROYcd NF-kB luciferase reporter, 4 h; inhibition, % at 10 µM; 360,000 compounds, 0.98% hits; AID 1347056;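 active = compounds whose plate-normalised and pattern-corrected inhibition of the luciferase reporter signal at the single screening dose is 50% or more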
TWEAK-Fn14 inh: inhibitors of TWEAK-Fn14 interaction signaling; TWEAK-stimulated Fn14 reporter cells, luciferase luminescence, 8 h; inhibition, % at 10 µM; 360,000 compounds, 2% hits; AID 1159606; in the data active = inhibition above about 50%
NR5A2 inv ag: suppresses constitutive activity of human LRH-1; HEK293T StAR-luciferase reporter, LRH-1 transfected, 24 h; O00482; inhibition, % at 3.6 µM; 360,000 compounds, 0.13% hits;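 active = inhibition above the mean inhibition of all tested compounds plus 3 SD, cut at about 73% in these data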;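 also: 0% = DMSO wells and 100% = reporter-only cells lacking LRH-1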
NOD2-RIPK2 inh: NOD2-RIPK2 protein interaction inhibition | 360,000 compounds, 0.38% hits | inhibition, % at 4.98 µM | O43353 | AID 624267 | CHO BLA complementation NOD2-RIPK2, CCF4 ratio; in the data active = inhibition above about 21%;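 also: 0% = vehicle only and 100% = reference blocker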
LMP1 NFkB inh: Epstein-Barr LMP1 NF-kappaB reporter inhibition. LMP1-induced NF-kappaB luciferase reporter cells, luminescence. inhibition, % at 12.5 µM. 350,000 compounds, 0.69% hits. AID 504558; in the data active = inhibition above about 41%; inconclusive = no clear call, values can overlap the other calls;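 also: 0% = neutral control wells and 100% = reference inhibitor control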
An asterisk follows results filed as active; ? = inconclusive; . = not tested or not shown; & = joins results of further samples. Some of the compounds tested (hit frequency here may not be typical).

SMILES | NCOA3 inh | TLR9-MyD88 inh | NR2F2 inh | NCOA2 inhibitor | TRAIL sens C8 | NCOA1 inh | TROY NFkB inh | TWEAK-Fn14 inh | NR5A2 inv ag | NOD2-RIPK2 inh | LMP1 NFkB inh
CCOc1ccc(N2CC(C(=O)Nc3nnc(CC)s3)CC2=O)cc1 (centres undefined) | 11 | 4 | 5 | -13 | 15 | 0 | 4 | 11 | -11 | -5 | 1
O=C(O)c1ccc(S(=O)(=O)N2CCN(c3ccccn3)CC2)cc1 | -5 | 3 | 13 | -27 | 9 | -6 | -3 | -28 | 9 | -4 | 0
Cc1cc(C)cc(NC(=O)N2CCCC2C(=O)NCc2ccco2)c1 (centres undefined) | 4 | 1 | -5 | 7 | -4 | -10 | -12 | -2 | -6 | -3 | 1
CC(C)(C)c1ccc(C(=O)NNC(=O)Cc2cccc3ccccc23)cc1 | 10 | 5 | -14 | 16 | 0 | 3 | -6 | -30 | -3 | -6 | -27
Cc1cccc(-c2nc3ccccc3c(=O)n2NC(=O)/C=C/c2ccc([N+](=O)[O-])cc2)c1 | -1 | -10 | -22 | 7 | -2 | -3 | -17 | -58 | -29 | 5 | 1
O=C(c1ccc2c(c1)OCO2)N(Cc1cccs1)C1(C(=O)NC2CCCCC2)CCCCC1 | 21 | 0 | 1 | 16 | 15 | 14 | 18 | 14 | 9 | -3 | 14
CC(C)Oc1ccc(C2CC(=O)N(C)C2=O)cc1 (centres undefined) | -5 | -1 | -5 | 1 | 0 | -12 | 19 | 9 | -4 | 3 | 1
CCOc1ccc(N(Cc2cc3cc(C)ccc3[nH]c2=O)C(=O)COC)cc1 | 5 | -8 | -2 | -14 | -17 | -52 | -5 | -9 | 16 | 4 | -20
O=[N+]([O-])c1cc(C=Nc2ccc3ccccc3c2)ccc1Br | -21 | -6 | -7 | -20 | 0 | -26 | -3 | 6 | -29 | -1 | -7
Cc1nc(SCc2nc3c(C)cccc3[nH]2)c2oc3ccccc3c2n1 | 9 | -3 | -8 | -6 | 9 | 2 | 7 | 0 | 15 | -12 | 16
COc1ccc(CN2CCNC(=O)C2CC(=O)NCC2CCOCC2)c(C)c1C (centres undefined) | 7 | -25 | 7 | -11 | 4 | -16 | -1 | 9 | -1 | -13 | 2
CCn1c(SCC(=O)N(C)C)nc2cc(S(=O)(=O)N3CCOCC3)ccc21 | 11 | 3 | -7 | 20 | -7 | -7 | 8 | 1 | 3 | -12 | -7
COCCNc1nc(NCc2ccc(NC(C)=O)cc2)c2sccc2n1 | -13 | . | 5 | -9 | 13 | 7 | 8 | -4 | -43 | -10 | .
CCCCN(C)C(=S)Nc1ccc2nc(N3CCN(CC)CC3)cc(C)c2c1 | 16 | -1 | 18 | -3 | -1 | 4 | 62* | 34 | 2 | -21 | -1
CCCC[C@H]1COCCS(=O)(=O)N1Cc1ccc(F)cc1 | 23 | -9 | 0 | 8 | -2 | 1 | -3 | -5 | 3 | 10 | 2
N#C/C(=C(O)\C=C\c1ccccc1)c1nc2ccccc2[nH]1 | -13 | 5 | 7 | -7 | 13 | 4 | -55 | -23 | -4 | 9 | 10
Cc1ccc2nc(-c3ccccc3)c(Cc3ccccn3)n2c1 | -120 | . | -38 | -49 | 20 | -76 | -16 | 12 | -112 | 3 | .
CCOc1ccc(NC2=C(Cl)C(=O)N(C3CCCCC3)C2=O)cc1 | 12 | 7 | -4 | -5 | 17 | -11 | -9 | -13 | 10 | -14 | 2
O=C(CN(C(=O)CCC(=O)Nc1ccccn1)C1CCCC1)NCc1ccccc1 | 1 | 1 | -17 | -7 | -4 | -3 | 5 | 10 | 13 | 1 | -3
Cc1nc(SC(C)C)[nH]c(=O)c1Cc1ccccc1 | 19 | -2 | -6 | -3 | -3 | 3 | -20 | 3 | 15 | -9 | 5
O=C(CN(Cc1ccccc1)C(=O)c1cc2c(s1)CCC2)NCc1cccs1 | 2 | 3 | -7 | 17 | 28 | 9 | -5 | -28 | -1 | 2 | -1
Cc1ccc(OCC(=O)NNC(=O)c2ccc(NC(=O)C3CC3)cc2)c(C)c1 | -17 | 0 | -27 | -9 | 14 | 1 | -8 | -26 | -9 | 5 | -5
CCC(=O)N1C(C(=O)O)CSC1c1ccc(OC)cc1 (centres undefined) | 9 | 8 | -10 | 2 | -6 | -11 | -4 | 10 | 13 | -5 | -17
COc1ccc(C(C(=O)NCc2ccccc2)n2c(=O)c(-c3ccccc3)nc3ccccc32)cc1 (centres undefined) | . | . | 10 | 8 | -10 | . | . | . | 4 | -6 | .
CC(=S)c1c(C)cc2cc(C)ccn12 | 5 | 9 | 8 | -25 | -6 | -5 | 13 | 5 | -9 | -10 | 1
Next records follow.
SMILES | NCOA3 inh | TLR9-MyD88 inh | NR2F2 inh | NCOA2 inhibitor | TRAIL sens C8 | NCOA1 inh | TROY NFkB inh | TWEAK-Fn14 inh | NR5A2 inv ag | NOD2-RIPK2 inh | LMP1 NFkB inh
Cc1onc(-c2ccccc2)c1C(=O)Nc1ccccc1C#N | -1&7 | -2&4 | -13&18 | -5&-24 | -11&8 | 13&-6 | -13&-10 | 0&-10 | 20&24 | -37&-1 | -3&-3
CCOC(=O)c1nnn(-c2nonc2N)c1-c1cccs1 | 15 | -2 | 1 | 2 | 5 | -5 | -2 | -4 | 11 | -6 | 8
Cc1nn(Cc2ccccc2)c(C)c1/C=N/NC(=O)c1ccccc1O | -6 | -19 | -23 | -56 | -1 | -4 | -28 | -13 | -9 | -4 | 0
CC1(C)C2CC[C@]1(C)C(=O)N(CCCCN1CCN(c3ccccn3)CC1)C2=O | -9 | -5 | 5 | -3 | -14 | 6 | 5 | -1 | -15 | -10 | 2
CCCCNC(=S)N1CCN(Cc2ccc3c(c2)OCO3)CC1 | 6 | 2 | -12 | -9 | 0 | -2 | -1 | -17 | 3 | -12 | 32
CS(=O)(=O)N(CC(=O)NCCSCc1cccc(Cl)c1)c1ccc2c(c1)OCO2 | -13 | -9 | -23 | 15 | 11 | -1 | 2 | 11 | 4 | 2 | 3
Cc1ccc(CN2CCN(C(=O)c3cccc4ccccc34)CC2)cc1 | 2 | -4 | 18 | -1 | -8 | -24 | 38 | 3 | 4 | 4 | 20
CCC(=O)Nc1ccc(Br)cn1 | -2 | -6 | 4 | 11 | 0 | 2 | 1 | 12 | -18 | 0 | 4
CC(=O)OC(Cn1nc(C)cc1C)c1ccccc1 (centres undefined) | 5 | 3 | 2 | -13 | -1 | -32 | -5 | -13 | -9 | -6 | 1
COc1ccc(S(=O)(=O)NCCN2CCNC2=O)cc1OC | 19 | . | -24 | -7 | -10 | 8 | 1 | 14 | -4 | 2 | .
CC1CCCN(c2nc3c(c(=O)n(C)c(=O)n3C)n2Cc2ccccc2)C1 (centres undefined) | 6 | -1 | -1 | 20 | 9 | 5 | 23 | -23 | -5 | 1 | -14
O=C(N/N=C/c1cc2cc3c(cc2nc1Cl)OCCO3)c1ccccc1O | 7 | -2 | -9 | 11 | 12 | -18 | 11 | -2 | -5 | 0 | 4
Cc1ccc(Nc2cnn(C34CC5CC(CC(CC(=O)O)(C5)C3)C4)c(=O)c2Cl)cc1C | -2 | -6 | 4 | 17 | 33 | 7 | 10 | 1 | 13 | -4 | 3
Cc1cccc(C(=O)Nc2ccc(C(=O)N/N=C/c3ccco3)cc2)c1 | 5 | -3 | -30 | 0 | 4 | -5 | -16 | -13 | 3 | -10 | 8
O=C1Nc2ccc(Br)cc2/C1=N/N=C/C1=C(N2CCOCC2)C(=C\c2ccccc2)/CC1 | 27 | 0 | 12 | 6 | 0 | 12 | -2 | 6 | 25 | 7 | 1
CC(=O)N/C(=C\c1ccccc1)C(=O)OCC(=O)c1ccc(F)cc1 | 3 | 1 | 13 | -8 | 5 | -37 | 1 | 11 | 0 | -9 | 0
Cn1ccnc1-c1ccc(-c2nccn2C)cc1 | -37 | -2 | -15 | -28 | -10 | -7 | -15 | 0 | 4 | -9 | -5
CSc1cccc(NC(=O)COC(=O)C2(c3ccccc3)CC2)c1 | 2 | 5 | -1 | -11 | -9 | -12 | -22 | -1 | -15 | 8 | ?
Cc1cc(C)c2oc(C(=O)Nc3ccc(S(=O)(=O)N4CCC(C)CC4)cc3)cc(=O)c2c1 | 5 | -11 | 7 | -7 | 21 | 6 | 20 | -38 | 7 | -6 | 21
O=C(c1ccc(Sc2cccc(Cl)c2)c([N+](=O)[O-])c1)N1CCN(c2ccccn2)CC1 | 8 | -4 | 0 | 13 | -1 | 12 | 22 | 26 | 18 | -6 | 4
COC(=O)c1c(-c2ccco2)csc1NC(=O)C1CC=CCC1C(=O)O (centres undefined) | -3 | -11 | -6 | 14 | 2 | -6 | 13 | 5 | -2 | -2 | 0
CCOC(=O)c1sc(NC(=O)c2ccc(OC(C)=O)cc2)nc1C | -122 | 8 | -8 | -17 | 65* | -71 | -29 | -10 | -34 | 0 | -17
O=C(Nc1ccc(C(F)(F)F)cc1[N+](=O)[O-])O[C@H]1[C@H](Cc2ccccc2)NS(=O)(=O)[C@H]2C[C@@H]3C=C[C@]12O3 | 5 | -11 | 10 | 24 | 15 | -4 | 6 | 7 | -5 | -15 | 10
CCn1c(=O)cc(SCC(=O)Nc2ccc3c(c2)OCCO3)c2ccccc21 | 4 | -2 | -13 | -14 | 1 | -29 | 8 | -3 | 1 | 6 | 9
CCCN(Cc1ccccc1)C(=S)Nc1ccc(OCC)cc1 | 3 | 6 | 9 | -1 | -6 | 2 | 13 | 27 | -13 | -8 | 0
Additional entries
SMILES | NCOA3 inh | TLR9-MyD88 inh | NR2F2 inh | NCOA2 inhibitor | TRAIL sens C8 | NCOA1 inh | TROY NFkB inh | TWEAK-Fn14 inh | NR5A2 inv ag | NOD2-RIPK2 inh | LMP1 NFkB inh
O=C(NCCCN1CCOCC1)c1cnccn1 | -27 | -9 | 11 | 2 | 6 | -26 | -18 | 4 | -9 | -7 | -3
CCOC1=C2[C@H](c3ccc(Cl)cc3)N(S(=O)(=O)c3ccc(C)cc3)C[C@H]2n2c(=O)n(-c3ccccc3)c(=O)n2C1 | 19 | . | 0 | -2 | -23 | 18 | 12 | -3 | 8 | -12 | .
Cn1c(NC(=O)/C=C/c2ccco2)cc(=O)n(C)c1=O | -15 | -13 | -5 | -15 | -9 | -31 | -4 | -12 | -5 | 0 | -5
COc1ccc(CCNC(=O)C(=O)c2cn(CC(=O)N3CCOCC3)c3ccccc23)cc1OC | -18 | -9 | -4 | -14 | 1 | 2 | 8 | -5 | 7 | -2 | 1
CCCn1c(N)c(N2CCCCC2)c(=O)n(CC(=O)Nc2ccccc2C)c1=O | 21 | 0 | -9 | -1 | 5 | -7 | 14 | 6 | 8 | -1 | -1
Nc1cc(=O)nc(SCC(=O)N2CCN(c3ccccc3)CC2)n1-c1ccccc1 | 9 | -8 | 4 | -3 | -6 | -5 | 1 | 0 | -8 | 2 | 6
COc1cc(C(=O)OCC(=O)Nc2ccc(S(=O)(=O)N3CCCC3)cc2)cc(OC)c1OC | 8 | 1 | 10 | -29 | -17 | 9 | 5 | -3 | 12 | 4 | 12
O=C(COc1ccccc1Cl)NCCC1=CCCCC1 | 4 | -11 | 11 | -18 | -3 | 12 | -2 | -18 | -28 | -10 | -6
